# Screens as filed in PubChem.
# Hsp90 inh = tumor Hsp90 inhibitors, primary screen, cell lysate, fluorescence polarization, NCI-N417 lysate; actives 0.35% (n = 64,000); Cy3B-geldanamycin FP displacement; inhibition, % at 30 µM; AID 429, 2006; Heat shock protein HSP 90-alpha (Homo sapiens), P07900;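 active means inhibition above 50%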;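 further: 0% = tracer plus lysate wells and 100% = tracer alone without lysate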
# Starred values were filed as active, the others as inactive; & = joins results of further samples.
SMILES,Hsp90 inh
CCN(CC)CCCCCCCCOC(=O)c1cc(OC)c(OC)c(OC)c1,0.4
N#C/C(=C\c1ccc(O)c(O)c1)C(=O)c1ccc(O)c(O)c1,87.1*
N=C(N)SCCc1cccc(CCSC(=N)N)c1,2.6
CCN(CC)CCCC(C)Nc1ccnc2cc(Cl)ccc12 (stereo not given),-3.6
CN(C)CC/C=C1\c2ccccc2COc2ccccc21,-1.6
Cn1c(=O)c2c(nc(/C=C/c3cccc(Cl)c3)n2C)n(C)c1=O,-1.6
Nc1c(S(=O)(=O)O)cc(Nc2ccc(Nc3nc(Cl)nc(Nc4ccc(S(=O)(=O)O)cc4)n3)c(S(=O)(=O)O)c2)c2c1C(=O)c1ccccc1C2=O,38.7
O=C(O)CCCC[C@@H]1CCSS1,5.4
Cc1ccc2c(c1)C(N1CCN(C)CC1)=Nc1cccnc1N2,0.5
CC(C)C[C@H](NC(=O)C1OC1C(=O)O)C(=O)NCCCCN=C(N)N (stereo not given in full),1.2
C[N+](C)(C)CC=O,-2.5
c1cnc2c(c1)ccc1cccnc12,-1.8

# Among those listed so far, these contain a halogen:
SMILES,Hsp90 inh
CCN(CC)CCCC(C)Nc1ccnc2cc(Cl)ccc12 (stereo not given),-3.6
Cn1c(=O)c2c(nc(/C=C/c3cccc(Cl)c3)n2C)n(C)c1=O,-1.6
Nc1c(S(=O)(=O)O)cc(Nc2ccc(Nc3nc(Cl)nc(Nc4ccc(S(=O)(=O)O)cc4)n3)c(S(=O)(=O)O)c2)c2c1C(=O)c1ccccc1C2=O,38.7

# Later entries:
SMILES,Hsp90 inh
c1ccc(CN2CCC3(CCCc4ccccc43)CC2)cc1,0.5
NCCCCN=C(N)N,2.1
OC[C@H]1O[C@@H](n2cnc3cncnc32)[C@H](O)[C@@H]1O,0.7
CCCNC(C)C(=O)Nc1ccccc1C (stereo not given),-1.8
COC1=C(OC)C(=O)c2ccccc2C1=O,93.0*
CCCCS(=N)(=O)CC[C@H](N)C(=O)O (stereo not given in full),-0.8
O=C(CCCN1CCC(O)(c2cccc(C(F)(F)F)c2)CC1)c1ccc(F)cc1,-0.1
C[C@H](NC(=O)/C(C#N)=C/c1ccc(O)c(O)c1)c1ccccc1,74.9*
CCN(CC)CCOC(=O)c1cc(Cl)c(N)cc1OC,2.1
Cc1cccc(/C=C/c2ccccc2)n1,1.5
C[C@@]1(C2CCCC2)Cc2cc(OCC(=O)O)c(Cl)c(Cl)c2C1=O,3.2
N#Cc1c(-c2ccccc2)no[n+]1[O-],11.0
CCCN1C[C@H](CSC)C[C@@H]2c3cccc4[nH]cc(c34)C[C@H]21,1.0
CCC1(C)CC(=O)NC1=O (stereo not given),0.1
COc1ccc2c(c1)c(CC(=O)N1CCOCC1)c(C)n2C(=O)c1ccc(Cl)cc1,-3.4
CN1CCc2cccc3c2C1Cc1ccc(O)c(O)c1-3 (stereo not given),30.9
N[C@@H](CCCC(=O)O)C(=O)O,-3.0
CN=c1nc(-c2ccccc2)n(-c2ccccc2)s1,0.4
CCC(CO)Nc1nc(NCc2ccccc2)c2ncn(C(C)C)c2n1 (stereo not given),-4.0
CCn1c(=O)[nH]c2cc(Cl)c(Cl)cc21,0.7
O=[N+]([O-])c1ccc(-c2nc(-c3ccc(F)cc3)c(-c3ccncc3)[nH]2)cc1,2.9
CC[N+](CC)(CC)CC(=O)Nc1c(C)cccc1C,-0.1
Nc1ncnc2c1nc(Br)n2C1OC2COP(=O)(O)O[C@@H]2C1O (stereo not given in full),-2.5
N=C(N)SCCN,-0.8
CC(C)=CCC/C(C)=C/CC/C(C)=C/CSc1ccccc1C(=O)O,3.4
CC[C@@H](C)[C@H]1O[C@]2(CC[C@@H]1C)C[C@@H]1C[C@@H](C/C=C(\C)[C@@H](O[C@H]3C[C@H](OC)[C@@H](O[C@H]4C[C@H](OC)[C@@H](O)[C@H](C)O4)[C@H](C)O3)[C@@H](C)/C=C/C=C3\CO[C@@H]4[C@H](O)C(C)=C[C@@H](C(=O)O1)[C@]34O)O2,-3.4
CCCn1c(=O)c2c(ncn2C)n(CCC)c1=O,0.7
CC(=O)SC1CC2=CC(=O)CC[C@]2(C)C2CC[C@@]3(C)C(CC[C@@]34CCC(=O)O4)C12 (stereo not given in full),-1.3
COc1cc2nc(N3CCN(C(=O)OCc4ccccc4)C(C(=O)NC(C)(C)C)C3)nc(N)c2cc1OC (stereo not given),-0.7
CCCCCN(CCCCC)C(=O)C(CCC(=O)O)NC(=O)c1ccc(Cl)c(Cl)c1 (stereo not given),-1.2
CCCOC(=O)c1c(-c2ccccc2)nc(CC)c(C(=O)SCC)c1CCC,-4.5
NC(=S)NCCCC(N)C(=O)O (stereo not given),-1.3
CNC(=O)[C@H]1O[C@@H](n2cnc3c(NCc4ccc(N)cc4)ncnc32)C(O)[C@H]1O (stereo not given in full),-0.2
COc1ccc2c(c1)c(CC(=O)O)c(C)n2Cc1ccc(F)cc1,-2.6
NC(N)=NCCSSCCN=C(N)N,0.7
CC(C)CN(C)c1nc(N)c(C(=O)N=C(N)N)nc1Cl,0.9
NCCCCCC(=O)O,-0.2
CC1C(=O)N(C)C(=O)c2nc[nH]c21 (stereo not given),0.4
O=C(O)[C@@H]1C[C@H](C(=O)O)N1,0.4
CCN(CC)S(=O)(=O)c1ccc(C(=O)Nc2cc(Br)cc3cccnc23)cc1,1.1
COc1cc2c(c(OC)c1OC)-c1ccc(OC)c(=O)cc1[C@@H](NC(C)=O)CC2,4.9
COc1cc([C@@H]2c3cc4c(cc3[C@H](O)C3COC(=O)[C@@H]32)OCO4)cc(OC)c1OC (stereo not given in full),2.7
O=C(O)c1cc([N+](=O)[O-])ccc1NCCCc1ccccc1,-0.7
NC12CC3CC(CC(C3)C1)C2,-0.8
CC1CCN=C(N)S1 (stereo not given),-1.9
COc1cc(C(O)C(=O)O)ccc1O (stereo not given),3.4
COc1ccc2c(c1)c(CC(=O)O)c(C)n2Cc1ccc(Cl)cc1,0.4
CC(C)C[C@H](NC(=O)[C@@H](O)[C@H](N)Cc1ccccc1)C(=O)O,-4.2
O=C(Nc1cc(C(=O)Nc2ccc(S(=O)(=O)O)cc2S(=O)(=O)O)cc(C(=O)Nc2ccc(S(=O)(=O)O)cc2S(=O)(=O)O)c1)Nc1cc(C(=O)Nc2ccc(S(=O)(=O)O)cc2S(=O)(=O)O)cc(C(=O)Nc2ccc(S(=O)(=O)O)cc2S(=O)(=O)O)c1,-3.4
N[C@@H](CS(=O)O)C(=O)O,-0.8
CCCCOC(=O)NS(=O)(=O)c1sc(CC(C)C)cc1-c1ccc(Cn2c(CC)nc3c(C)cc(C)nc32)cc1,-1.8
CC[N+](CC)(CC)CCOc1cccc(OCC[N+](CC)(CC)CC)c1OCC[N+](CC)(CC)CC,-1.6
CCCCCCCCCCCCCCSCC(=O)O,2.6
O=c1[nH]ccc2c(O)cccc12,1.6
O=C(OCCN1CCOCC1)C1(c2ccccc2)CCCCC1,-1.8
Cn1c(=O)c2[nH]c(-c3ccccc3)nc2n(C)c1=O,-1.2
O=c1[nH]c2cc(Cl)c(Cl)cc2[nH]c1=O,-4.3
C1CCC(N=C(NC23CC4CC(CC(C4)C2)C3)N2CCOCC2)CC1,0.9
O=c1c(-c2ccc(O)cc2)coc2cc(O)cc(O)c12,8.9
OC[C@H]1NC[C@@H](O)[C@@H]1O,-1.6

# Three entries from above, arranged by molar mass, ascending.
SMILES,Hsp90 inh
O=c1[nH]c2cc(Cl)c(Cl)cc2[nH]c1=O,-4.3
Cn1c(=O)c2[nH]c(-c3ccccc3)nc2n(C)c1=O,-1.2
O=C(Nc1cc(C(=O)Nc2ccc(S(=O)(=O)O)cc2S(=O)(=O)O)cc(C(=O)Nc2ccc(S(=O)(=O)O)cc2S(=O)(=O)O)c1)Nc1cc(C(=O)Nc2ccc(S(=O)(=O)O)cc2S(=O)(=O)O)cc(C(=O)Nc2ccc(S(=O)(=O)O)cc2S(=O)(=O)O)c1,-3.4

# (listing goes on)
SMILES,Hsp90 inh
COc1cc(NC(C)CCCN)c2ncccc2c1Oc1ccc(Cl)cc1 (stereo not given),-5.5
COc1cc(NC(C)CCCN)c2ncccc2c1 (stereo not given),13.7&27.3
CN(C)c1cc2c(Nc3ccc4c(cnn4Cc4ccccc4)c3)ncnc2cn1,10.6
CC(N)(Cc1ccc(O)c(O)c1)C(=O)O (stereo not given),54.4*
COC(=O)C1=C(C)NC(C)=C([N+](=O)[O-])C1c1ccccc1C(F)(F)F (stereo not given),1.5
N=C1Sc2ccccc2C2=NCCCN12,-1.8
COc1cc(NS(=O)(=O)c2cccc3nsnc23)c2ncccc2c1,0.4
NCCSSCCN,-1.3
NC(=O)NO,0.1
C[C@]12CC[C@@H]3c4ccc(O)cc4CC[C@H]3[C@@H]1CC[C@@H]2O,-1.0
CN[C@H]1CC[C@@H](c2ccc(Cl)c(Cl)c2)c2ccccc21,0.5
CC(=O)/C(C)=N/O,5.5

# An excerpt of these results, field by field:
NC(=O)NO
  Hsp90 inh: 0.1
NCCSSCCN
  Hsp90 inh: -1.3
COc1cc(NC(C)CCCN)c2ncccc2c1Oc1ccc(Cl)cc1 (stereo not given)
  Hsp90 inh: -5.5
COC(=O)C1=C(C)NC(C)=C([N+](=O)[O-])C1c1ccccc1C(F)(F)F (stereo not given)
  Hsp90 inh: 1.5

# The results go on.
SMILES,Hsp90 inh
Clc1ccc(C(c2ccccc2Cl)C(Cl)Cl)cc1 (stereo not given),-1.9
N[C@@H](Cc1ccc(O)c(O)c1)C(=O)O,30.3
Cc1cccc(C#Cc2ccccc2)n1,-1.2
COc1cc(NCCCC#N)c2ncccc2c1,-2.3
CC(C)(C)NCC(O)COc1cccc2[nH]c(=O)[nH]c12 (stereo not given),-2.6
Nc1ccc(S(=O)(=O)Nc2ccnn2-c2ccccc2)cc1,-0.1
CCN(CC)CCCC(C)Nc1c2ccc(Cl)cc2nc2ccc(OC)cc12 (stereo not given),5.4
COc1c2c(nc3ccccc13)OC(C(C)(O)CO)C2 (stereo not given),-2.6
COC(=O)C(N)Cc1ccc(Cl)cc1 (stereo not given),-0.8
CC(=O)N[C@H](C(=O)O)C(C)(C)SN=O,-1.2
O=C(O)C1=CC(=C(c2ccc(O)c(C(=O)O)c2)c2ccc(O)c(C(=O)O)c2)C=CC1=O,2.6
NCCS(=O)O,-2.1
N#C/C(=C\c1ccc(O)c(O)c1)C(=O)NCCc1ccccc1,83.2*
NC1(C(=O)O)CC1,2.6
CC[C@H](C)C(=O)O[C@H]1CCC=C2C=C[C@H](C)[C@H](CC[C@@H]3C[C@@H](O)CC(=O)O3)[C@H]21,1.6
NCCCNCCCCNCCCN,4.8
N[C@@H](CCC(=O)N[C@H](CSN=O)C(=O)NCC(=O)O)C(=O)O,-0.1
NO,-3.8
COc1cc2c(cc1OC)[C@@H](c1ccccc1)CN(C)CC2,-0.1
CCCCCCCCCCCCCCCCCC(=O)OC(CC(=O)O)C[N+](C)(C)C (stereo not given),2.6
CCCC(C(=O)OCCN(CC)CC)(c1ccccc1)c1ccccc1,2.1
N=C(N)SCCc1ccc(CCSC(=N)N)cc1,1.5
CSC(N)=NCCC[C@H](N)C(=O)O,0.5
C/C=C1\C(=O)CC2C3CCC4=CC(=O)CC[C@]4(C)C3CC[C@]12C (stereo not given in full),-3.8
CCN(CC)CCOCCOC(=O)C1(c2ccccc2)CCCC1,-0.2
NC(=O)c1cc[n+](CC2=C(C(=O)O)N3C(=O)[C@@H](NC(=O)[C@@H](c4ccccc4)S(=O)(=O)[O-])[C@H]3SC2)cc1,1.5

# Only part of the results is shown; rates above refer to the full screens.
